# High-throughput results (PubChem BioAssay)
# GSK3beta inhib = human GSK3beta kinase inhibitors, primary screen, biochemical, cell-free homogeneous, HTS. Glycogen synthase kinase-3 beta (Homo sapiens), P49841. GST-GSK3beta kinase, ADP-Glo luminescence, 60 min; hits give low values. activity score (negative = inhibition), % at 10 µM. actives 0.038% (n = 300,000). AID 2097, 2009;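 active = more than half of replicate wells score below -50%, meaning over 50% inhibition versus plate controls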;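 note: 0% = median DMSO wells and -100% = median GW8510 positive control wells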
# Target sequence (P49841 whole entry, looked up): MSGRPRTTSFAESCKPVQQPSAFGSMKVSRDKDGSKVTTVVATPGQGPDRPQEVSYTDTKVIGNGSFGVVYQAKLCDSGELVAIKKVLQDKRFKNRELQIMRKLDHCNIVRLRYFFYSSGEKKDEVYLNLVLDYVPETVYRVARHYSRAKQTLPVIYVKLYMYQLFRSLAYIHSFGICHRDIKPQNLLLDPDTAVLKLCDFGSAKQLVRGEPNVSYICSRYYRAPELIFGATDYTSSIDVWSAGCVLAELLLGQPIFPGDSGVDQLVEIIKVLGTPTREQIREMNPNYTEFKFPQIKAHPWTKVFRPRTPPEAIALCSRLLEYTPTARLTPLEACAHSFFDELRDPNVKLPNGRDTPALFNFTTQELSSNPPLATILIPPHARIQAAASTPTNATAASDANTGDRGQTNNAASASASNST
#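 Assay system: GST-tagged human GSK3beta kinase, cell-free; Input: 1.6 ng GSK3beta; Medium: Tris/MgCl2 kinase buffer; Timing: 60 min enzyme reaction, room temperature; Signal: ADP-Glo luminescence quantifying ADP generated by kinase; Evaluation: score relative to plate controls; Benchmarks: DMSO neutral wells and GW8510 at 20 µM as positive.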
# HDAC3 inhib = HDAC3 deacetylase inhibitors, primary screen, biochemical, fluorescence, cell-free homogeneous. Histone deacetylase 3 (Homo sapiens), O15379. recombinant HDAC3, fluorogenic peptide/trypsin coupled. inhibition, % at 8.3 µM. actives 0.15% (n = 320,000); in the data active = inhibition above about 26%, passing the limit was not always enough
# HSP90 refold inh = HSP90 inhibitors, primary screen, cell lysate, luminescence; Rabbit reticulocyte lysate, luciferase refolding luminescence, 3 h; inhibition, % at 5.6 µM; actives 0.91% (n = 290,000); AID 1789, 2009;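 active = inhibition above the screen-wide mean plus 3 SD, computed separately per campaign, cut at about 16% in these data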;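 note: 0% = DMSO wells and 100% = 60 µM geldanamycin wells; inhibitors lower the luminescence because luciferase stays unfolded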
# HSF1 activator = HSF-1 activators, primary screen, NIH3T3-HGL cells, MG132 stress, luminescence, single point. NIH3T3-HGL HSF-1 luciferase reporter, 8 h; 100% = twice DMSO control signal. activation, % at 9 µM. actives 1.7% (n = 300,000);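 active = mean replicate activation of at least 50% with a set share of replicates each reaching 50%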;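 note: 0% = median of the neutral control wells and 100% = twice that signal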
# HSF1 inh = HSF1 inhibitors in luciferase reporter cells, primary screen, cell-based, NIH3T3, luminescence. NIH3T3-HGL HSE-luciferase, MG132-induced, luminescence 8 h; hits give low values. activity change, negative = inhibition, % at 7.5 µM (by protocol). actives 0.77% (n = 300,000). AID 2098, 2009;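 active = more than half of replicate wells show activity change below -50%, luminescence cut by over half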;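 note: luciferase reports HSF-1 transcriptional activity via heat shock element; 0% = median of DMSO wells and -100% = zero luminescence signal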
# Dyrk1A ADPGlo = rat Dyrk1A kinase inhibitors, primary screen, biochemical, single point, plate reader. Dual specificity tyrosine-phosphorylation-regulated kinase 1A (Rattus norvegicus), Q63470. ADP-Glo luminescence, NFATc1 peptide. inhibition, % at 12.5 µM. actives 0.43% (n = 310,000); in the data active = inhibition above about 50%;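 note: plate controls were vehicle with enzyme for no effect and no enzyme for full effect; many of its hits are not listed in these tables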
# AI-2 QS modul = Vibrio harveyi AI-2 quorum sensing modulators, primary screen, JMH597 strain, luminescence/OD600 ratio | actives 0.4% (n = 300,000) | activity change, % at 7.5 µM | Vibrio harveyi JMH597 AI-2 luminescence/OD600 ratio, 9 h; hits give low values; strain lacks LuxN and CqsS sensors; 0 = neutral-control median; in the data active = activity change below about -75%, passing the limit was not always enough;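 note: luminescence divided by OD600 gain over 9 h not by final OD600 alone; inactives centre near 13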
# PolyA inhibitor = polyadenylation inhibitors in yeast reporter cells, primary screen, luminescence, S. cerevisiae. actives 0.02% (n = 300,000). calls only at 12 µM. S. cerevisiae SKY197-pL101 polyadenylation reporter, beta-gal luminescence; efflux-impaired pdr1/pdr3 knockout yeast; score 100 = 6 SD above DMSO;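 active = lowest replicate activity score at least 50, where 100 means six control SD above control mean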;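 note: yeast exposed to compound for 9 h at 30 °C; higher score means more reporter readthrough which indicates perturbed polyadenylation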
# Platelet DG rel = inhibitors of platelet dense granule secretion, primary screen, cell-based, MLPCN, human platelets; inhibition, %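 (compounds screened at 7.5 µM in platelet-rich plasma)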; human platelet-rich plasma, SFLLRN dense granule ATP release, luminescence; AID 1663, 2009; actives 0.22% (n = 300,000);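 active = mean replicate score, as percent of positive control, at or above 50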
# GSK3A inh = blockers of GSK3A enzyme activity – biochemical, luminescence, cell-free homogeneous, HTS, primary screen; GSK-3 alpha kinase, ADP-Glo luminescence, 60 min; inhibition, % at 10 µM; actives 0.1% (n = 320,000); AID 2650, 2010;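 in the data active = inhibition above about 50%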;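 note: GST-tagged GSK-3 alpha with peptide substrate and 25 µM ATP; 0% = DMSO neutral wells and 100% = GW8510 positive control wells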
# Target sequence (P49840 whole entry, looked up): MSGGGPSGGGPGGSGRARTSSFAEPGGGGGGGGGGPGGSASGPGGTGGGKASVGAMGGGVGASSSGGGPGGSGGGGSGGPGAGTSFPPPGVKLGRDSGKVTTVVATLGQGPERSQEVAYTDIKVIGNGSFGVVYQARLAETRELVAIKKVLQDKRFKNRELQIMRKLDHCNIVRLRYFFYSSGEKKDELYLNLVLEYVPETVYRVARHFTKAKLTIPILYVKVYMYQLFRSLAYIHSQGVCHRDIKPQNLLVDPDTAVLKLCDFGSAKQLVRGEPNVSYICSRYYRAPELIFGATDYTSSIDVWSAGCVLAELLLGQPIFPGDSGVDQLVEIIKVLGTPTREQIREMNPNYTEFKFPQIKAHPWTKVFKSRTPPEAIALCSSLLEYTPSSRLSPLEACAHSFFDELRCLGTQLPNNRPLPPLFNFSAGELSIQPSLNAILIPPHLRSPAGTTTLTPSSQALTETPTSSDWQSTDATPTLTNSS
# * = called active by the depositor; i = inactive; . = no result given. The list is partial (hit frequency here may not be typical).
SMILES,GSK3beta inhib,HDAC3 inhib,HSP90 refold inh,HSF1 activator,HSF1 inh,Dyrk1A ADPGlo,AI-2 QS modul,PolyA inhibitor,Platelet DG rel,GSK3A inh
CSc1ccc(C(=O)C2CCCN(C(=O)c3ccsc3)C2)cc1 (stereo not drawn),-1,6,3,-1,-2,16,2,i,0,3
O=C(NN=C1CCCC1)C(=O)Nc1cccc(C(F)(F)F)c1,-4,1,-2,-13,-4,4,24,i,-9,-4
COc1cccc(N(C(=O)c2ccco2)C(C(=O)NC2CCCC2)c2cccnc2)c1 (stereo not drawn),1,-9,1,30,4,4,1,i,3,1
O=C(Nc1ccc(N2CCN(C(=O)c3ccc(Cl)cc3)CC2)cc1)c1cccs1,0,8,-3,30,3,-5,13,i,0,-1
Cc1sc(NC(=O)CSc2nnc(-c3ccccc3)o2)c(C#N)c1C,-1,3,4,43,27,2,18,i,0,-1
O=c1/c(=C\c2ccc(O)cc2)sc2n1C(c1ccccc1)C(c1ccccc1)=NN=2 (stereo not drawn),3,11,4,11,9,7,12,i,-7,-1
O=C(Nc1cccc(-c2ccccc2)c1)N1CCN(C(=O)Nc2cccc(-c3ccccc3)c2)CC1,4,2,-2,2,-2,-2,-2,i,-7,-2
COc1ccc(S(=O)(=O)N(C)CC(=O)NCc2ccco2)cc1Cl,-9,0,-2,0,-2,-7,18,i,-1,-2
Cc1ccc(C)c(N(C(=O)CCC(=O)Nc2cc(C)on2)C(C(=O)NC2CCCC2)c2ccco2)c1 (stereo not drawn),1,-3,-2,22,-1,-7,14,i,8,0
Nc1cc(-c2ccc(Cl)cc2)nn1S(=O)(=O)c1cccc2nsnc12,1,1,2,19,11,1,21,i,-11,3
Nc1nnc(CSc2ccc(Cl)cc2)s1,-2,1,-3,14,2,3,14,i,-1,-1
CCOC(=O)CCc1c(C)c(C#N)c2nc3ccccc3n2c1-n1cnc2ccccc21,2,4,11,14,-2,-1,12,i,1,0
Cc1ccc2nc(NC(=O)c3cccs3)sc2c1,.,-15,19*,.,.,19,.,.,.,-1
CCOc1cc(/C=N/O)ccc1OCc1ccc(F)cc1,-1,6,-6,23,8,10,-2,i,-14,1
CC(Oc1ccc(Cl)cc1)C(=O)NNC(=S)NC(=O)c1ccco1 (stereo not drawn),1,6,-2,-17,0,-5,39,i,-21,4
CN(C)S(=O)(=O)c1cc(NC(=O)[C@H](Cc2ccccc2)N2C(=O)c3ccccc3C2=O)ccc1Cl,3,-1,-2,32,0,3,5,i,-8,-3
COC(=O)c1ccc(Nc2cc(C)nc3ncnn23)cc1,2,0,-3,-13,-9,0,13,i,0,0
O=C(/C=C/c1cccs1)N1CCCCC1,1,-11,-2,15,14,4,53,i,0,2
Cc1ccc(S(=O)(=O)c2nc(S(C)(=O)=O)sc2NCc2ccc3c(c2)OCO3)cc1,0,3,-1,31,17,-6,14,i,-12,-2
Cc1ccc(CC2C(=O)N(c3ccc(F)cc3)C(=O)C2C)cc1 (stereo not drawn),1,0,-5,14,-2,5,18,.,-1,-3
COC1C(C)=C(C)C(=O)N1Cc1ccccc1 (stereo not drawn),-1,-1,0,-5,3,.,9,i,0,-6
Cc1ccc2cc(CCNC(=O)C(C)C)c(=O)[nH]c2c1,1,0,-1,-5,-1,3,19,i,-3,-3
COc1cc(/C=C/c2noc(-c3ccccc3O)n2)cc(OC)c1OC,2,-25,-2,13,5,1,20,i,-5,-1
O=C(Nc1ccccc1C(=O)O)c1ccc(NC(=O)C2CCCCC2)cc1,4,0,-1,-16,-6,7,27,i,-3,-3
Cc1cc(C)nc(SCC(=O)Nc2ccc3c(c2)OCO3)n1,-1,-3,0,0,-9,-8,10,i,-3,1

# Going on with the list:
SMILES,GSK3beta inhib,HDAC3 inhib,HSP90 refold inh,HSF1 activator,HSF1 inh,Dyrk1A ADPGlo,AI-2 QS modul,PolyA inhibitor,Platelet DG rel,GSK3A inh
c1ccc(C[C@H]2CNCCN2CCc2cccc3ccccc23)cc1,-4,0,.,-14,-3,0,14,i,0,-1
CSc1nsc(SCC(=O)Nc2ccc(C(N)=O)cc2)n1,-1,1,1,39,12,-6,1,i,8,-1
C=CCN(C(=O)CNC(=O)c1ccco1)C(C(=O)NC1CCCCC1)c1cccnc1 (stereo not drawn),-1,-5,-1,-16,-9,1,14,i,-4,-3
CCCn1c2ccccc2c2cnn(CC(=O)N3CCN(C4CCCCC4)CC3)c(=O)c21,-2,-8,-2,0,0,2,11,i,2,-3
Cn1c(SCc2ccccc2[N+](=O)[O-])nnc1-c1cccnc1,2,6,0,10,8,-3,23,i,1,0
CC1(C)NC(=O)N(CCCCOc2ccc3ccccc3c2Cl)C1=O,0,3,1,39,8,5,12,i,-3,0
CCc1nnc(NC(=O)CSc2nc(-c3ccccc3)cc(-c3ccc(OC)cc3)c2C#N)s1,2,0,5,-30,-14,-1,10,i,22,0
COc1ccc(OCC(O)CNC(=O)Nc2ccc(Cl)cc2)cc1 (stereo not drawn),3,6,0,.,.,5,5,i,15,-5
Cc1ccc2c(c1)N(C(=O)CCC(=O)NCCN1CCOCC1)CC(C)O2 (stereo not drawn),-1,0,-4,-31,-10,-8,11,i,8,0
CN(CC(O)COc1ccc(S(=O)(=O)N2CCOCC2)cc1Cl)C1CCCCC1 (stereo not drawn),2,-1,-3,-6,-3,2,9,i,0,15
Cc1ccccc1C(=O)OC(C)CN1CCN(C)CC1 (stereo not drawn),2,-1,-1,7,-6,0,24,.,16,-1
N#Cc1nc(-c2cccs2)oc1NCCN1CCOCC1,-10,-99,-1,-4,-9,19,17,i,2,17
Cc1ccc(C(=O)N2CC(=O)Nc3ccc(F)cc3C2c2ccc(F)cc2)cc1 (stereo not drawn),3,4,12,1,-5,-2,10,i,7,-2
Cc1cc(/C=C2\C(=N)N3N=C(c4ccco4)SC3=NC2=O)c(C)n1Cc1ccccc1,3,3,4,-2,2,.,26,i,0,2
COc1ccc2c([N+](=O)[O-])c(N3CCCC3)[nH]c2c1,-20,7,4,-8,1,-1,10,i,-4,-3
COC(=O)c1cc(NC(=O)Cn2c(=O)cnc3ccccc32)cc(C(=O)OC)c1,0,5,-2,-7,5,-4,-55,i,-1,0
CC(C)C(c1nnnn1C1CCCC1)N1CCCCC1 (stereo not drawn),-2,-2,0,11,-3,-1,4,i,-7,0
O=C1CSc2ccc(C(=O)NCC(c3ccco3)N3CCCCC3)cc2N1 (stereo not drawn),0,-2,-2,-6,-1,2,7,i,-4,-3
COc1ccc(CCNCc2ccccc2N2CCCC2)cc1,-2,-2,4,-7,-2,0,15,i,.,-4
CCCCOCCCNC(=O)c1ccc(OCC)cc1,4,0,2,9,-1,5,9,i,-3,-5
CCCCNC(=O)CS(=O)Cc1nc(-c2ccc(C)cc2)oc1C (stereo not drawn),3,3,-1,-17,-7,1,4,i,5,-2
CCCn1nc(NC(=O)c2cccs2)c2cc3cccc(C)c3nc21,2,-14,8,-12,-19,.,4,i,-56,0
O=C(Cn1cncn1)NCc1ccccc1Br,1,1,-9,0,4,0,15,i,-1,0
CC(C)(C)c1ccc(C(=O)NCCN2CCCC2)cc1,2,-1,1,30,6,-4,-3,i,2,5
Clc1cccc(Cc2ccc(Cl)nn2)c1,2,-2,0,-1,0,1,-8,i,2,-1

# Continued:
SMILES,GSK3beta inhib,HDAC3 inhib,HSP90 refold inh,HSF1 activator,HSF1 inh,Dyrk1A ADPGlo,AI-2 QS modul,PolyA inhibitor,Platelet DG rel,GSK3A inh
CC(/C=N\N1CCN(Cc2ccc(C)cc2)CC1)=C\c1ccccc1,3,2,-6,1,2,1,1,i,-4,.
Cc1noc(C)c1C(=O)Nc1cccc2ncccc12,.,-6,0,-1,2,-7,.,i,2,0
Cc1ccc(CNC(=O)C2CCN(C(=O)Nc3ccccc3)CC2)cc1,-4,-1,2,11,-3,-9,-11,i,-6,-1
Cc1cc(NC(=O)Cn2cnc3c(nnn3-c3ccc(C)c(Cl)c3)c2=O)no1,1,2,0,-14,-12,.,16,i,10,-1
COc1ccccc1S(=O)Cc1ccc(C(=O)O)o1 (stereo not drawn),1,1,4,-2,-3,1,-9,i,8,0
Cc1ccc(S(=O)(=O)Nc2cccc(Oc3cnccn3)c2)cc1,-3,3,2,-13,-3,0,5,i,-1,1
O=c1cc(N2CCN(c3ccccc3)CC2)[nH]c(=O)n1-c1ccccc1Cl,5,0,-1,6,5,-1,18,i,3,0
Cc1cccc(NC(=O)NC(=O)c2ccccc2)n1,-2,-10,-2,26,13,.,3,i,26,-7
Cc1ccccc1OCc1nc(-c2ccc(NC(=O)c3ccc4c(c3)OCO4)cc2)no1,-1,-1,-3,-30,-25,3,-3,i,23,3
COCCCn1c(SCC(=O)Nc2cccc(C)n2)nnc1-c1ccco1,.,1,-2,-11,-11,-4,.,i,-1,6
Cc1ccc(S(=O)(=O)N2CCN(C(=O)Cc3c(F)cccc3Cl)CC2)cc1,-3,-4,.,-15,3,2,27,i,-1,-3
CC(=O)/C=C1/C(=O)Nc2ccccc21,0,8,4,187*,165,6,-40,i,11,0
O=C(O)c1ccc(-c2ccc(Cl)cc2Cl)o1,-2,-5,6,6,0,24,61,i,-2,4
COc1ccc(CC(=O)OCC(=O)N2CCCC(C)C2)cc1 (stereo not drawn),0,5,-1,14,-7,0,24,i,-16,-3
COc1ccc(-c2nc(SCc3ccccc3)n(S(C)(=O)=O)n2)cc1,-3,8,-1,15,19,-3,6,i,3,-2
Cc1csc(NC(=O)CCc2c(C)nc3cc(-c4cccc(F)c4)nn3c2C)n1,0,-19,-2,-11,0,1,13,i,-1,-1
CC(C)c1ccc2oc(-c3ccc(N)cc3)nc2c1,3,-145,23*,-16,-7,0,19,i,6,-6
CC(=O)Nc1ccc(NC(=O)C(C)OC(=O)CNC(=O)c2cccs2)cc1 (stereo not drawn),0,-10,.,-10,-4,-6,29,i,3,-1
CC1(C)[C@H](C(=O)O)N2C(=O)C[C@H]2S1(=O)=O,-4,6,.,-14,-2,-4,11,i,6,-1

# An excerpt of the results above, as a working copy:
SMILES,GSK3beta inhib,HDAC3 inhib,HSP90 refold inh,HSF1 activator,HSF1 inh,Dyrk1A ADPGlo,AI-2 QS modul,PolyA inhibitor,Platelet DG rel,GSK3A inh
Cc1csc(NC(=O)CCc2c(C)nc3cc(-c4cccc(F)c4)nn3c2C)n1,0,-19,-2,-11,0,1,13,i,-1,-1
CC(C)c1ccc2oc(-c3ccc(N)cc3)nc2c1,3,-145,23*,-16,-7,0,19,i,6,-6
CC(=O)Nc1ccc(NC(=O)C(C)OC(=O)CNC(=O)c2cccs2)cc1 (stereo not drawn),0,-10,.,-10,-4,-6,29,i,3,-1
CC1(C)[C@H](C(=O)O)N2C(=O)C[C@H]2S1(=O)=O,-4,6,.,-14,-2,-4,11,i,6,-1
